# Screening results deposited in PubChem by several laboratories.
# phage Ecoli inh: E. coli growth loss with phage present | growth absorbance | inhibition, % at 11.9 µM | actives 0.26% (n = 360,000) | AID 651602; in the data active = inhibition above about 11%
# Rtt109 Vps75: C. albicans Rtt109 histone acetyltransferase inhibition; Q5AAJ8; purified Rtt109/Vps75, ThioGlo CoA-SH fluorescence, 4 h; inhibition, % at 34.9 µM; actives 0.16% (n = 330,000); AID 540336;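 active = inhibition of at least 50% in every replicate; inconclusive = best replicate reaches 50% inhibition but some replicates fall short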
# Target sequence (Q5AAJ8 whole entry, looked up): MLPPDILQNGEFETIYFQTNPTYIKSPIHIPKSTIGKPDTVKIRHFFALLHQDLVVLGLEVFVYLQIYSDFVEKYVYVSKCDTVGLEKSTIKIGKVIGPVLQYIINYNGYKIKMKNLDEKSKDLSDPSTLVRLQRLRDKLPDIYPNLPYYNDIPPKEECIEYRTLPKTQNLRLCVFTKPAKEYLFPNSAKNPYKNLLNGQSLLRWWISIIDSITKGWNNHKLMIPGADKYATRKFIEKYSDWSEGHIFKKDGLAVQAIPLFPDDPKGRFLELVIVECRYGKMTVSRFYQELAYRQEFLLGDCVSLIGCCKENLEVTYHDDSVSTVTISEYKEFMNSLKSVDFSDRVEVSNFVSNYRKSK
# E coli growth: bacterial growth inhibition, counter-screen for AddAB inhibitors; E. coli V3065 growth, OD600 absorbance, 18 h; inhibition, % at 11.9 µM; actives 0.27% (n = 330,000); AID 449728;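 active = inhibition above the campaign's mean inhibition across all tested compounds plus 3 SD, cut at about 9.9% in these data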;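 also: uninfected addAB+ strain grown without phage in ampicillin broth; 0% = DMSO wells and 100% = ciprofloxacin 0.95 µg/ml wells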
# AddAB inh: less growth of phage-infected E. coli with AddAB | AID 435030 | actives 0.29% (n = 330,000) | inhibition, % at 11.9 µM | E. coli expressing H. pylori AddAB, absorbance growth; in the data active = inhibition above about 12%;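 also: 0% = vehicle wells of infected cells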
# PvdQ inh: blocks Pseudomonas aeruginosa PvdQ acylase activity. actives 0.063% (n = 340,000). purified PvdQ acylase, fluorescence plate reader. AID 488965. inhibition, % at 10 µM; in the data active = inhibition above about 30%, passing the limit was not always enough; inconclusive = no clear call, values can overlap the other calls;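 also: 0% = vehicle neutral wells and 100% = reference inhibitor wells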
# Tat transport: blocks Tat-dependent protein export in E. coli | E. coli MC4100 TorA-mCherry Tat export, fluorescence | inhibition, % at 10 µM | actives 0.036% (n = 340,000) | AID 488895;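 active = mean replicate inhibition at least 50% and at least half of replicates individually reaching 50%; inconclusive = only one of the two criteria met; inactive = neither criterion met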;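 also: exported cargo escapes ClpAP degradation while cytoplasmic cargo is degraded and loses fluorescence; 0% = median of neutral control wells and 100% = median of NaSCN control wells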
# PfHsp90 set2: growth inhibition of yeast expressing Plasmodium Hsp90; actives 0.32% (n = 310,000); AID 504621; S. cerevisiae expressing PfHsp90, BacTiter-Glo ATP, 48 h; yeast lacking PDR1 and PDR3 efflux regulators; inhibition, % at 9.4 µM;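 active = every replicate shows inhibition above about 80%, whatever the replicate mean, limit read from the data; inconclusive = mean inhibition reaches the set limit but some replicate falls short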;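 also: 0% = DMSO neutral controls and 100% = 20 µM radicicol positive controls; yeast relying on Plasmodium falciparum Hsp90 in place of its own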
# CAL PDZ FP: blocks peptide binding to human CAL PDZ domain; Q9HD26; purified CAL PDZ, TMR-peptide fluorescence polarization, 1 h; inhibition, % at 20 µM; actives 0.02% (n = 330,000);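 active = highest replicate inhibition of at least 40%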;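 also: plate controls were DMSO neutral control wells for no effect and unlabeled competitor peptide control wells for full effect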
#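 System: purified tagged CAL PDZ domain construct (CerCALP). Schedule: 1 h incubation at room temperature before polarization reading. Medium: 25 mM sodium phosphate pH 7.4, 150 mM NaCl, TCEP, IgG, Thesit. Read-out: percent inhibition from loss of millipolarization. Measured by: FP readout, S and P plane fluorescence. Probe or stimulus: fluorescent TMR peptide probe.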
# DAGLB inhibitor: blocks human DAGLB lipase activity; HEK293T DAGLB membrane lysate, EnzChek fluorogenic substrate; inhibition, % at 5.17 µM; actives 0.059% (n = 340,000); in the data active = inhibition above about 34%;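 also: 0% = enzyme with vehicle and 100% = wells lacking enzyme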
# Target sequence (Q8NCG7 whole entry, looked up): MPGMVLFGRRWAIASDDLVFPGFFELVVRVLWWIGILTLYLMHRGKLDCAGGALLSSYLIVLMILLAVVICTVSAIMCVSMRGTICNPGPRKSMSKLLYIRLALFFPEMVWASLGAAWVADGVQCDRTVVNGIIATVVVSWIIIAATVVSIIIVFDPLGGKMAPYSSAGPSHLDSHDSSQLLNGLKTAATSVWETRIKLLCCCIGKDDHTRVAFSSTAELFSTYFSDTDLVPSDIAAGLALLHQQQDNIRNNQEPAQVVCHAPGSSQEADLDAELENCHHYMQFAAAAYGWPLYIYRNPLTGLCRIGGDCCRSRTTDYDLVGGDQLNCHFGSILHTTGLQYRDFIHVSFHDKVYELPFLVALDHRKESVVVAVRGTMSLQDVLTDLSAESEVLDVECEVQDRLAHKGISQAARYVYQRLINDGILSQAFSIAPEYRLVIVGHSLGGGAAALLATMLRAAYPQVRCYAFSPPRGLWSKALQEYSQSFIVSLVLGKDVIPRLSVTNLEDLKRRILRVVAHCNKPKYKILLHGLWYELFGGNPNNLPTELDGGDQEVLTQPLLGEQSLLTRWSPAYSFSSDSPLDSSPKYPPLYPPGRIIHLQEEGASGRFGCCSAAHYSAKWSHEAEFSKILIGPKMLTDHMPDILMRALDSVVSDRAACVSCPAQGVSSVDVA
# Wnt bcat act: Wnt/beta-catenin pathway activation; activation, % at 9.35 µM; AID 743398; Wnt/beta-catenin reporter cell assay, activator, plate reader; actives 1.2% (n = 300,000); in the data active = activation above about 30%, passing the limit was not always enough; inconclusive = no clear call, values can overlap the other calls;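 also: 0% = neutral control wells and 100% = positive control wells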
# * marks the source's active call; other numbers are inactive results; ? = inconclusive; / = not tested or not shown.
mol	phage Ecoli inh	Rtt109 Vps75	E coli growth	AddAB inh	PvdQ inh	Tat transport	PfHsp90 set2	CAL PDZ FP	DAGLB inhibitor	Wnt bcat act
COc1cc(C2NC(=S)NC3=C2CCc2ccccc23)cc(OC)c1OC (stereo not given)	1.0	11	-2.6	-0.7	-10	-8	5	-0.3	1	-7
O=C(O)C(Oc1ccc2ccccc2c1)c1ccccc1 (stereo not given)	1.0	2	-0.7	2.0	-14	1	9	0.2	0	10
O=C(NC1(O)C(=O)c2ccccc2C1=O)c1ccccc1	1.1	0	2.6	7.6	-19	-1	8	-0.5	-8	/
COC(=O)c1ccc(C(=O)OC)c(NC(=O)c2cccnc2)c1	/	6	2.9	-1.0	16	3	7	-0.8	1	/
CC1(C)CC(C(=O)NCCC(c2ccccc2)c2ccco2)CCO1 (stereo not given)	2.5	0	-0.2	1.9	1	0	13	-0.1	-4	-2
O=C(NCCc1ccccn1)c1ccc(S(=O)(=O)N2CCCCCC2)cc1	3.4	8	1.7	0.2	12	3	9	0.1	1	2
O=C(O)COc1ccccc1/C=N/NC(=O)CNC(=O)c1ccco1	0.2	-1	2.1	4.8	0	-6	7	-2.1	-1	2
Cc1ccoc1C(=O)Nc1cccc(Oc2ccccc2)c1	2.5	4	-1.4	3.2	0	-9	4	-1.6	-10	/
NC(=O)c1ccc2c(=O)n3c(-c4cc(Cl)c(N)c(Cl)c4)csc3nc2c1	0.2	-24	-0.3	1.6	-5	-4	-22	-2.0	4	-3
CCCC1CC(CSC(=N)N)OC1=O (stereo not given)	0.3	-2	0.5	3.6	-12	-2	-5	0.9	-1	/
CC(C)(C)c1cn(-c2ccc(Cl)cc2)c(=S)[nH]1	2.5	5	-1.3	2.6	6	-1	8	-2.1	1	/
Cc1ccc(-n2c3c(cc(C(=O)NCc4ccco4)c2=O)C(=O)CC(C)(C)C3)cc1	1.8	8	1.2	2.9	-4	-8	-3	0.0	1	/
CCOC(=O)CC(=O)c1cc(OC)c(OC)c(OC)c1	2.8	6	4.0	1.9	-16	5	-15	-0.2	-1	-3
COC(=O)c1cn(C(=O)c2cc(OC)cc(OC)c2)c2ccccc12	2.4	4	4.2	1.3	7	2	5	/	-1	-9
Cc1cccn2c(CNCCc3ccccn3)c(C(=O)N3CCOCC3)nc12	1.8	-7	0.3	1.9	-3	-4	-5	-0.2	0	-1
CC1=[N+](CC(=O)NC(C)(C)C)CCc2ccccc21	2.9	10	0.2	-1.8	-14	3	2	0.5	-1	-1
COc1ccc2nc(NC(=O)CCn3cccc3)sc2c1	3.6	-2	0.2	0.9	-22	13	-6	-2.0	-3	/
Cn1c(=O)c2[nH]c(CSCc3ccccc3)nc2n(C)c1=O	3.1	5	/	/	-6	-1	19	-0.7	-3	0
O=C(COc1ccccc1F)NNC(=O)c1cc(Br)ccc1Cl	4.0	4	-0.3	-1.5	-5	-2	0	-0.4	-3	4
CC(=O)Nc1sc2c(c1C(c1ccc(F)cc1)N1CCOCC1)CCCC2 (stereo not given)	-0.5	10	-1.6	0.5	-10	0	4	-2.3	-1	8
COCCN(CC(=O)Nc1cccc(C)c1C)C(=O)c1ccc(-n2cccn2)cc1	2.6	-4	1.6	0.8	-11	-4	-6	-0.3	2	3
CCCCNC(=O)c1cc2nc3c(c(C(F)(F)F)n2n1)CCc1ccccc1-3	0.0	0	1.8	3.8	-7	-6	-20	0.2	1	-1
CC(CN1CCCC1)OC(=O)c1ccc(Cl)cc1Cl (stereo not given)	-1.6	-2	0.5	0.1	-7	-9	-9	-1.3	2	-1
NS(=O)(=O)c1cccc(NC(=O)c2cccc3c(Br)cccc23)c1	-0.9	0	2.0	1.2	-10	-4	18	-0.7	1	-2
COc1ccc2c(CC(=O)Nc3ccc(N4CCOCC4)cc3)coc2c1	0.6	1	2.7	-0.7	-13	3	2	-0.2	1	0
Cc1nc(NC(=O)CSc2nnc(C3CC3)n2C)sc1C	-0.9	1	0.6	0.9	-23	5	-16	-0.2	1	0
COC(=O)c1ccccc1NC(=O)CN1CCC(NC(=O)c2ccccc2C)CC1	3.0	8	-1.3	0.2	1	-6	/	-0.7	1	/
CC1(C(=O)N2CCN(Cc3ccccc3Cl)CC2)CC1(Cl)Cl (stereo not given)	0.9	3	-0.2	4.0	-4	3	29	-1.2	-4	3
S=C(NNc1nc(Nc2ccccc2)nc(N2CCCCC2)n1)NC1CCCCC1	3.3	-7	0.6	-1.6	-16	-3	-1	-1.0	-7	-19
CN(CC(=O)Nc1cccc2c1CCCC2)S(=O)(=O)c1ccccc1	2.7	14	5.1	1.7	8	-5	-7	-0.8	0	/
Cc1ccc(Cl)cc1NC(=S)N(CCCN1CCN(C)CC1)Cc1cccs1	-0.3	-2	2.4	1.9	7	-1	9	1.8	-2	-2
CN(C)C(CNC(=O)Cc1cccc(C(F)(F)F)c1)c1ccccc1 (stereo not given)	0.8	7	-0.1	2.0	9	-7	5	-3.6	-3	-2
CN1CCN(C(=O)C2=C[C@H](c3csc4ccccc34)C[C@H](OCc3ccc(CO)cc3)O2)CC1	1.4	14	-2.7	2.9	-16	2	-27	-2.1	0	-4
O=C(Cn1nc(C(=O)O)c2ccccc2c1=O)Nc1nc(-c2ccccc2)cs1	2.4	-8	-2.3	-1.2	-19	11	-1	/	1	13
COc1ccc(N2CC(C)Cn3c2nc2c3c(=O)n(CCc3ccccc3)c(=O)n2C)cc1 (stereo not given)	3.4	-12	/	/	2	2	7	-2.8	-1	/
CC(C)NC(=O)CSc1nc2ccccc2n1CC(=O)N1CCc2ccccc21	/	3	1.4	3.3	-10	-5	21	-0.7	-4	-2
COc1ccc(N/C=C/C(=O)c2ccccc2)cc1	5.0	-15	-2.1	-1.4	-10	2	7	-0.2	-2	-1
CCOC(=O)c1c(NC(=O)CSc2nnc(-c3ccncc3)n2Cc2ccco2)sc(C)c1C	0.8	7	-2.2	0.0	-9	2	-13	-3.4	0	/
CCC(CC)c1nnc(NC(=O)Cc2cccs2)s1	3.4	-5	1.8	-1.9	-11	-5	-18	-1.1	-1	-5
COc1cc(CCc2ccccc2)c(C(=O)O)c(O)c1CC=C(C)C	3.7	-4	/	/	-16	17	18	-1.3	20	-1
Cn1cccc1Cc1nnc(SCC(=O)NC2CCCC2)n1CCc1ccccc1	1.4	-5	-0.5	3.0	-16	-6	1	0.6	3	-4
Cc1cc(C)c(NC(=S)N(C)C)cc1C	1.0	4	0.4	0.5	-11	11	-18	-1.8	-5	0
COc1ccc(S(=O)(=O)N2CCCC(C(=O)NCc3ccc(F)cc3)C2)cc1 (stereo not given)	0.3	-8	1.9	2.5	-3	-5	9	-1.8	-3	0
CNC(=O)c1ccsc1NC(=O)CS(=O)(=O)c1ccccc1	0.9	1	0.0	-0.3	-10	-2	-4	-3.2	1	1
COC(=O)N1[C@H](Cc2ccccc2)C=C[C@]1(C)C(=O)O	2.2	7	2.7	2.1	6	-13	-2	0.1	-12	0
COc1ccc2oc(C(=O)OCC(=O)N3C(C)CCCC3C)c(C)c2c1 (stereo not given)	1.6	-5	0.9	2.4	23	5	-16	-2.2	-4	5
Cc1ccccc1NC(=O)Cc1nc(COC(=O)c2ccc(C(F)(F)F)cc2)cs1	-2.3	2	-1.9	-1.0	-10	11	-2	0.3	-4	24
COc1cc(OC)c(NC(=O)c2cncn2-c2ccc(F)cc2)cc1Cl	-0.1	-5	0.1	2.0	-5	-3	-10	-0.5	1	5
Cc1ccsc1/C=C(/C#N)C(=O)NCc1ccccc1	3.0	1	-1.6	0.2	-7	1	-25	-2.7	-2	-1
Cc1csc2ncc(C(=O)N(Cc3ccccc3)c3ccccn3)c(=O)n12	3.3	4	1.5	-2.3	-8	-3	-23	-1.0	0	-3

# Further entries follow.
mol	phage Ecoli inh	Rtt109 Vps75	E coli growth	AddAB inh	PvdQ inh	Tat transport	PfHsp90 set2	CAL PDZ FP	DAGLB inhibitor	Wnt bcat act
CCOC(=O)C(NC(C)=O)(Nc1ccc(S(=O)(=O)Nc2ncccn2)cc1)C(F)(F)F (stereo not given)	4.5	/	0.7	5.3	-5	-1	4	-0.5	3	-3
Cc1c(C(=O)NCCc2ccc(S(N)(=O)=O)cc2)cccc1[N+](=O)[O-]	2.7	1	0.3	6.8	-4	-6	24	-0.1	-1	-1
CCOC(=O)c1cnc2sc3c(n2c1=O)CCCC3	3.4	-4	-1.1	4.5	1	-1	6	-0.2	-5	/
CSc1ccccc1NC(=O)CN(C1CCCCC1)S(C)(=O)=O	-0.5	0	3.6	3.7	-4	0	9	-0.2	0	/
CC1CCN(C(=O)c2[nH]cnc2C(=O)NCc2ccccc2)CC1	2.2	-2	-1.2	0.1	-4	-6	/	-0.9	-2	0
COc1ccc(NC(=O)CN(C)C(=O)c2ccc(COc3ccccc3)cc2)cc1	6.0	-4	-0.3	2.6	-1	4	-15	0.3	-2	-1
CCOC(=O)C1=C(CC)Nc2ccccc2N=C1NC(=O)c1ccc(OC)c(S(=O)(=O)N2CCOCC2)c1	-0.6	5	/	/	-12	4	-27	-1.0	0	1
Cn1cccc1-c1cc(C(=O)N/N=C/c2ccccc2Cl)[nH]n1	0.3	8	-0.8	4.0	-1	-5	15	-0.7	3	10
CCc1csc(CCNC(=O)C2CCC(=O)N(Cc3ccccc3F)C2)n1 (stereo not given)	2.9	-21	0.1	0.1	-8	-11	-1	-6.4	2	-1
Cc1ccc(C(C)C)c(OCC(O)CN(C)Cc2ccccc2)c1 (stereo not given)	3.2	0	0.2	-0.4	-8	0	11	-1.6	-9	1
O=C(CN1C(=O)COc2ccc(Cl)cc21)NCC1CCCO1 (stereo not given)	3.2	3	-1.0	-1.4	-12	-3	-60	-2.8	2	-1
CCCCN(CC)C(=O)/C=C/c1cccc([N+](=O)[O-])c1	1.9	1	-3.6	-2.9	-10	-3	28	-1.7	-1	/
CC(=O)c1ccc(N2CCN(S(=O)(=O)c3c(C(=O)N4CCCC4)c(C)n(C)c3C)CC2)cc1	-1.6	0	-2.0	5.2	-2	-2	-6	-1.1	4	-1
CCCCCCN=CC1=C(O)C(C(=O)OC)C(C)(C)CC1=O (stereo not given)	3.3	-5	-1.4	2.1	-13	-3	1	-0.6	-1	/
CN(CC(=O)Nc1ccc(F)cc1)CC(=O)Nc1ccc(F)c(F)c1F	-0.1	-3	-1.9	4.0	2	-4	7	-1.9	-3	0
CC(=O)Nc1nc(-c2ccccc2)ns1	1.9	/	0.8	2.5	10	-4	3	-2.5	0	21
C=CCN(CC=C)C(=O)c1cccc(OC2CCN(S(=O)(=O)N(C)C)CC2)c1	5.4	-7	0.8	-0.4	-4	-11	-5	-2.7	0	-1
CCCOc1ccc(N2C(=O)CC(NCC(=O)OCC)C2=O)cc1 (stereo not given)	-1.2	/	2.1	6.4	/	/	/	/	/	?
